GLS inhibitor – qHTS for Inhibitors of Glutaminase (GLS). Glutaminase kidney isoform, mitochondrial (Homo sapiens), O94925. GLS enzymatic activity, qHTS titration. Potency, µM (titrated, usually from 45.5 µM), for the others: at the highest dose activity change, negative = inhibition, actives largely listed as inhibitors. 410,000 compounds, 0.21% hits. AID 624170, 2012; note: potency is the fitted concentration of half-maximal effect; % is set by controls: 0 for no effect and ±100 for the full control effect
Target sequence (O94925 whole entry, looked up, canonical isoform): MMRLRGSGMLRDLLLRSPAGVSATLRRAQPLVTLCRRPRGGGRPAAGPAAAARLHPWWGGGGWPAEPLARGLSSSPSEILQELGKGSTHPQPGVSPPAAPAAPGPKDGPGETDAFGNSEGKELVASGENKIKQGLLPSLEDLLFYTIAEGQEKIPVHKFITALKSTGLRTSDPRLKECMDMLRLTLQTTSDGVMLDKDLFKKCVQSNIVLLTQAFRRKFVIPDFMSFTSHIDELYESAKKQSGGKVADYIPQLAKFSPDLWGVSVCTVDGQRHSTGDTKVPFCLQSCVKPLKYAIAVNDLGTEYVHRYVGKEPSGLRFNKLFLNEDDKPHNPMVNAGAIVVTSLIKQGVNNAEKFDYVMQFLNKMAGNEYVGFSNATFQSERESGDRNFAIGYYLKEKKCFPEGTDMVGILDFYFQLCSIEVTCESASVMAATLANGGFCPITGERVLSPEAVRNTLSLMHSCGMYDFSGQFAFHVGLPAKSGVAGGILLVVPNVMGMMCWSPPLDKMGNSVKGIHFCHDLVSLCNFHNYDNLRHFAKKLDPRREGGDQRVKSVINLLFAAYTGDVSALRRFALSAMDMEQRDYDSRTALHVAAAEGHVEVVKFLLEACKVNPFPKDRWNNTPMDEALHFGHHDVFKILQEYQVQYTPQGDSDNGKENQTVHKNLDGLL
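Coupled fluorescence readout: glutamate oxidase/HRP/Amplex Red detect glutamate formed by hKGA from L-glutamine (1 mM solution added). Buffer 45 mM KH2PO4 pH 8.2, 0.02% Tween-20; reads at t0 and 30 min RT.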
PGK inhibitor – qHTS Assay to Find Inhibitors of Phosphoglycerate Kinase; Phosphoglycerate kinase, glycosomal (Trypanosoma brucei brucei), P07378; PGK/GAPDH coupled, Kinase-Glo luminescence, 60 min; Potency, µM (doses to about 57.5 µM), inactives show at the highest dose activity change, negative = inhibition, hits mostly inhibitors; 380,000 compounds, 0.043% hits; AID 602233, 2012; note: potency is the fitted concentration of half-maximal effect; % is set by controls: 0 for no effect and ±100 for the full control effect; nearly all actives have a fitted effect of over 60% in size
Target sequence (P07378 whole entry, looked up): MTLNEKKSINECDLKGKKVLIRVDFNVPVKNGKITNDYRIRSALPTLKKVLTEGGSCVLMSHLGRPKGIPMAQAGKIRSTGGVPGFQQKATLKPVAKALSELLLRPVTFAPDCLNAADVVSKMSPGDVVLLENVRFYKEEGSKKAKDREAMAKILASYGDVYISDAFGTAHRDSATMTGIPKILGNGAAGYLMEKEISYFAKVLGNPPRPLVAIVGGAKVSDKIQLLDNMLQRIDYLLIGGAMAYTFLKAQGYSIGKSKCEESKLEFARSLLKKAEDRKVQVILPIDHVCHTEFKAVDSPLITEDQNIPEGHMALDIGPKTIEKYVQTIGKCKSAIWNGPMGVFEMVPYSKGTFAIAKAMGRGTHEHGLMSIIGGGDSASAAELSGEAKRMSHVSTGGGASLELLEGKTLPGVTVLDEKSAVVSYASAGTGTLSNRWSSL
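Recombinant glycosomal PGK reaction used 1,3-bisphosphoglycerate generated in-well by GAPDH (100nM final) in 100mM TEA pH 7.6, 5mM MgCl2, 0.01% Tween-20. After 60 minutes at room temperature, ATP was read by Kinase-Glo Plus luminescence end-point.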
G9a block – qHTS Assay for Inhibitors of Histone Lysine Methyltransferase G9a; Histone-lysine N-methyltransferase EHMT2 (Homo sapiens), Q96KQ7; G9a H3K9 monomethylation, AlphaScreen, 2 h; Potency, µM (top dose mostly 102 µM), for inactives: at the top dose activity, negative = inhibition, hits mostly inhibitors; 350,000 compounds, 8.8% hits; note: potency is the fitted concentration of half-maximal effect; % is set by controls: 0 for no effect and ±100 for the full control effect; nearly all actives have a fitted effect of over 75% in size
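Enzyme 20 nM + cpd, 15 min RT; add b-H3K9 pep 500 nM / SAM 20 uM; 2 h RT; anti-H3K9me1 Ab 0.5 ug/mL + SA donor / anti-rabbit acceptor beads 20 ug/mL each, 10 min; AlphaScreen read.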
Pin1 inh – qHTS Assay to Find Inhibitors of Pin1. Peptidyl-prolyl cis-trans isomerase NIMA-interacting 1 (Homo sapiens), Q13526. Pin1 FP peptide displacement, HiFluor488, 10 min. Potency, µM (titrated, usually from 115 µM), for inactives: top-dose activity, negative = inhibition, hits mostly inhibitors. 390,000 compounds, 0.009% hits; active = well fitted inhibition curve with a large enough effect in the polarisation, with a control signal flat, not every such curve was filed as active; inconclusive = small, poorly fitted or top-dose-only effect, or effect the other way, or a change in a side signal; inactive = no such curve, though single readings can be large or run the other way; the % refers to the polarisation; note: potency is the fitted concentration of half-maximal effect; % is set by controls: 0 for no effect and ±100 for the full control effect
PI4K2A inh – qHTS for small molecular inhibitors of PI4K2A. purified PI4K2A, ADP-Glo luminescence, 1 h; hits give low values. 420,000 compounds, 0.13% hits. activity change, negative = inhibition, % at 76.9 µM; in the data active = activity change below about -50%; inconclusive = mostly about -30% to -49%;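 note: -100% = wells without enzyme as full effect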
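ADP-Glo luminescence measured ADP generated by PI4K2A enzyme (4 ug/mL before mixing) with 1.2 mM PI substrate (pre-mix) and 300 microM ATP (pre-mix). Tris pH7.5 buffer with MgCl2, Triton X-100; 1 h reaction at ambient temperature.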
BAZ2B block – qHTS Assay for Inhibitors of BAZ2B; Potency, µM (highest dose often 114 µM), for the others: top-dose activity change, negative = inhibition, usual class: inhibitors; AlphaScreen BAZ2B-H3K14Ac peptide displacement; 360,000 compounds, 4.4% hits; Bromodomain adjacent to zinc finger domain protein 2B (Homo sapiens), Q9UIF8; note: potency is the fitted concentration of half-maximal effect; % is set by controls: 0 for no effect and ±100 for the full control effect; nearly all actives have a fitted effect of over 60% in size
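BAZ2B (50 nM) with biotin-H3(5-23)K14Ac peptide (50 nM) in PBS pH 7.4, 0.01% Tween-20, preformed 30 min, then compound 30 min at room temperature; top concentration 110uM. AlphaScreen streptavidin donor/nickel chelate acceptor beads (10 ug/mL final), 20 min dark, signal read.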
ERG Ets-DNA blk – qHTS for Small Molecule Inhibitors of the ERG Ets/DNA interaction; Transcriptional regulator ERG (Homo sapiens), P11308; fluorescence polarization, His-ERG Ets domain / labelled DNA; Potency, µM (titrated, usually from 76.9 µM), for inactives: top-dose FP activity, negative = inhibition, usual class: inhibitors; 370,000 compounds, 0.028% hits; AID 624246, 2012; active = well fitted inhibition curve with a large enough effect in the polarisation, with a control signal flat; inconclusive = small, poorly fitted or top-dose-only effect, or effect the other way, or a change in a side signal; inactive = no such curve, though single readings can be large or run the other way; the % refers to the polarisation;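 note: polarization taken with two DNA probes labelled with fluorescein and Texas red; potency is the fitted concentration of half-maximal effect; % of control where 0% means no effect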
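His-tagged ERG Ets domain (1 uM in the protein solution; 300mM KCl, 50mM Tris-HCl, 1mM EDTA, 1mM DTT, pH 7.5) received compound, then a probe mix of 5 nM fluorescein-DNA and 100nM Texas-615-DNA. Fluorescence polarization was read for both dyes.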
JMJD2A Tudor inh – qHTS Assay for Inhibitors of JMJD2A-Tudor Domain | AlphaScreen JMJD2A-Tudor / H3K4me3 peptide binding | Potency, µM (series often up to 114 µM), inactives show at the top dose activity change, negative = inhibition, actives largely listed as inhibitors | 390,000 compounds, 4.4% hits | AID 504339, 2011; note: potency is the fitted concentration of half-maximal effect; % is set by controls: 0 for no effect and ±100 for the full control effect; nearly all actives have a fitted effect of over 50% in size
HP1b chromo inh – HTS for Inhibitors of HP1-beta Chromodomain Interactions with Methylated Histone Tails; Chromobox protein homolog 1 (Homo sapiens), P83916; AlphaScreen HP1-beta / biotin-H3K9me3 peptide binding; Potency, µM (titrated, usually from 114 µM), inactives show at the highest dose activity change, negative = inhibition, actives largely listed as inhibitors; 390,000 compounds, 0.56% hits; note: potency is the fitted concentration of half-maximal effect; nearly all actives have a fitted effect of over 70% in size; inactives centre near 23
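Compound inhibition of the preformed complex between 50 nM HP1-beta and 50 nM biotinylated H3K9me3 peptide was read by AlphaScreen. Buffer was PBS pH 7.4 with 0.01% Tween-20. Incubations ran 30 min at room temperature, with 10 ug/mL donor/acceptor beads.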
An asterisk follows results filed as active; i = inactive; ? = inconclusive; . = no result given; & = joins results of further samples; [ ] = another dose, or the depositor's remark. Unless noted, calls come from the whole dose curve; as a rule, active = well fitted curve in the direction sought with a large enough effect; inconclusive = small, poorly fitted or top-dose-only effect, or another doubt; inactive = no such curve, though single readings can be large; an effect the other way counts as inactive or inconclusive.

SMILES	GLS inhibitor	PGK inhibitor	G9a block	Pin1 inh	PI4K2A inh	BAZ2B block	ERG Ets-DNA blk	JMJD2A Tudor inh	HP1b chromo inh
COc1cc(CNc2ccc3c(c2)CCC3)cc(OC)c1O	44%[activator]	3%	?	1%	8	40µM*	0%	4µM*	32µM*
Cc1cc(C)nc(/N=C2/NC(=O)CS2)n1	3%	.	20µM*	7%	-4	?	3%	22µM*	-14%
Cn1c2ccccc2c2cnn(CC(=O)O)c(=O)c21	2%	0%	-36%	-14%	-15	-4%	1%	-8%	18%
CC1CCCN(C(=O)c2cc3c(=O)n(C)c4ccccc4c3s2)C1 (stereo not drawn)	13%	-9%	43%[activator][59 µM]	5%	0	.	12%	3%	51%[activator]
COc1ccccc1C(CC(=O)Nc1nccs1)c1ccco1 (stereo not drawn)	12%	-1%	-20%[59 µM]	2%	-3	-37%	6%	?	10%
COc1ccc(/C=N/OCC(=O)Nc2cc(C)on2)cc1OC	-1%	1%	-1%	3%	-3	-2%	1%	-9%	33%
O=C(CSc1oc(-c2ccccc2)nc1S(=O)(=O)c1ccccc1)c1ccccc1	0%	3%	-35%[59 µM]	67%[activator]	1	-3%	6%	-21%	12%
CCCCc1oc2c(c(=O)c1C)C(=O)CC(c1ccccc1)C2 (stereo not drawn)	8%	-5%	?	6%	1	5%	.	-13%	1%
CCCn1ncc(CN2CCC(C(=O)Nc3cccc(-c4cccc(F)c4)c3)CC2)c1C	1%	-1%	.	-6%	-1	-11%	2%	-19%	28%
COc1ccc(N2C(=O)CC(N3CCC(C(N)=O)CC3)C2=O)cc1 (stereo not drawn)	4%	5%	14µM*	-12%	1	-6%	-2%	-9%	29%
CCCCc1cc(=O)oc2c(CN3CCCC3)c(O)ccc12	29%	6%	?	-5%	2	-6%	-1%	-1%	43%[activator]
Cc1ccc(NC(=O)COC(=O)CC2CCCC2)cc1F	-4%	-1%	.	-8%	-1	.	-2%	10%	39%[activator]
COc1ccc(/C=N/NC(=O)c2nc(-c3ccccc3)n(-c3ccccc3)n2)c(O)c1	16%	-7%	6%[59 µM]	28%	-3	-7%	7%	-6%	38%
COc1ccc(N(C(=O)c2snc(C(N)=O)c2N)C(C(=O)NCc2ccccc2)c2ccc(O)cc2)cc1 (stereo not drawn)	-5%	i	-1%	14%	-1	-6%	4%	-24%	5%
Brc1cc2c(cc1C1OCCCO1)OCO2	7%	-2%	.	-8%	2	.	9%	-2%	31%
O=C(CN1C(=O)NC2(CCCC2)C1=O)OCc1c(F)cccc1Cl	-5%	-11%	-22%	-10%	-2	-2%	-5%	-4%	12%
COc1ccc(/C=N\NS(=O)(=O)c2ccc(Cl)cc2)cc1COc1ccccc1[N+](=O)[O-]	2%	-2%	-3%[59 µM]	-1%	-2	4%	3%	-10%	41%[activator]
COc1ccc(C2=NN(C(=O)CSc3nnc(-c4ccccc4F)o3)C(c3ccco3)C2)cc1 (stereo not drawn)	-7%	i	45µM*	20%	-3	-7%	-1%	-16%	2%
CNC(=O)Nc1cccc(C(F)(F)F)c1	7%	i	16%[59 µM]	-6%	-5	0%	-2%	-6%	16%
CC(C)CN(C(=O)COC(=O)c1cccc2ccccc12)c1c(N)n(Cc2ccccc2)c(=O)[nH]c1=O	-5%	-2%	-29%[59 µM]	25%	3	4%	6%	-6%	29%
CN1CCc2c(c3ccccc3n2Cc2ccccc2)C1	24%	-2%&-4%	?	1%&10%	-2&-1	-31%	4%&0%	?	3%&3%
COc1cccc(-c2nn(-c3ccc(C)cc3)cc2C(=O)N2CCc3cc(OC)c(OC)cc3C2)c1	6%	i	20%[0.501 µM]	16%	-7	?	-16%	?	-27%
O=C(CCCOc1ccccc1)Nc1cccc(C(=O)O)c1	0%	0%	24%[59 µM]	2%	-7	0%	-1%	-9%	26%
COc1ccc2c3c([nH]c2c1)C1CC2C(CC(O)C(OC)C2C(=O)O)CN1CC3 (stereo not drawn)	-4%	-3%	-1%[12.7 µM]	?	-11	-29%	19%	-18%	41%[activator]
CN1C(=O)C(O)(CC(=O)/C=C/c2ccco2)c2ccccc21 (stereo not drawn)	0%	0%	?	-2%	-3	-13%	-1%	-15%	59%[activator]

Remaining list, next part:
SMILES	GLS inhibitor	PGK inhibitor	G9a block	Pin1 inh	PI4K2A inh	BAZ2B block	ERG Ets-DNA blk	JMJD2A Tudor inh	HP1b chromo inh
CC1=NN(C(=O)COc2ccccc2C)C(O)(c2ccc(Cl)cc2)C1 (stereo not drawn)	-4%	5%	36%[59 µM]	3%	1	-1%	9%	-15%	15%
O=c1cc(C2CCCCC2)[nH]c(=O)[nH]1	4%	i	.	2%	-4	.	.	-12%	18%
CCOc1c(Br)cc(C2NS(=O)(=O)N=C3CCCCCN32)cc1OC (stereo not drawn)	18%	-7%	-7%[59 µM]	1%	1	8%	-4%	20%	35%[activator]
COc1cccc(NC(=S)N2CCC(Cc3ccccc3)CC2)c1	6%	-11%	.	7%	0	?	0%	-32%	6%
CC(=O)c1c(C)oc2ccc(N(C(=O)C3CCCCC3)S(=O)(=O)c3cc([N+](=O)[O-])ccc3C)cc12	-11%	-8%	-22%	-13%	4	-3%	0%	-16%	12%
CC(=O)Nc1ccc(NC(=S)NC(=O)/C=C/c2ccco2)cc1	-25%	-3%	2%[0.501 µM]	-18%	-20	?	32%[activator]	?	7%
COc1ccc(CCNC(=O)C(=O)NCC2CCCN2S(=O)(=O)c2ccc(OC)cc2)cc1 (stereo not drawn)	-2%	2%	0%	9%	3	-2%	-7%	-17%	20%
Cc1cc(NC(=O)CSc2nc3cc(Cl)ccc3c(=O)n2Cc2ccco2)no1	13%	1%	-23%	13%	2	-20%	-5%	?	-18%
O=C(CSc1nc2ccccc2[nH]1)c1c[nH]c2ccccc12	7%	-1%	.	13%	1	4%	17%	-6%	30%
CCOc1ccc(C2CC(=O)Nc3c2c(=O)[nH]c2ncnn32)cc1 (stereo not drawn)	1%	-9%	?	-5%	-9	-12%	2%	-15%	10%
Nc1c(N(CCO)C(=O)C2CCCCC2)c(=O)[nH]c(=O)n1Cc1ccccc1	-4%	-4%	53%[activator][59 µM]	?	1	-13%	1%	-19%	34%
O=C(NCc1ccc2c(c1)OCO2)Nc1ccc(Cl)cc1	-7%	i	72%[activator]	8%	4	-1%	-12%	-8%	8%
COC(=O)c1sccc1NC(=O)Cc1ccc(OC)c(OC)c1	8%	-1%	-49%[59 µM]	1%	-2	-19%	-11%	-9%	28%
CN(C)c1ccc(/C=C(\C#N)c2nc3ccccc3c(=O)[nH]2)cc1	-21%	-16%	-26%[59 µM]	?	-2	-23%	11%	?	41%[activator]
CCn1cc(NC(=O)Nc2ccc(OC)c(OC)c2)c(C(N)=O)n1	21%	-8%	25µM*	0%	0	14%	-4%	-6%	26%
Cc1cccc(N(C(=O)CCC(=O)Nc2cc(C)on2)C(C(=O)NC2CCCC2)c2ccccc2)c1 (stereo not drawn)	-1%	-4%	-10%[59 µM]	-1%	0	2%	-1%	-30%	8%
Cc1nn(CC(=O)NCc2ccccn2)c(C)c1[N+](=O)[O-]	-4%	i	-12%	-2%	-1	-35%	-20%	8%	48%[activator]
CC(=O)C1=C(O)C(=O)N(c2cccc(C(=O)O)c2)C1c1ccc(F)cc1 (stereo not drawn)	19%	4%	25µM*	2%	-3	?	0%	?	18%
O=C1NCCN(C(=O)CCc2nnc(-c3ccsc3)o2)C1c1ccc(F)cc1 (stereo not drawn)	-16%	-7%	.	-1%	1	3%	-8%	-12%	36%[activator]
Cc1cc(C)n(CCCNC(=O)c2cc(COc3ccc(C)c(C)c3)on2)n1	-2%	4%	2%	6%	1	-14%	-5%	-12%	28%
CC(C)N1CCN(Cc2ccc(C#CC(C)(C)O)cc2)CC1CCO (stereo not drawn)	-1%	-8%	32%	8%	-3	-21%	-1%	-18%	21%
COC(=O)c1c(NC(=O)CC2SC(N)=NC2=O)sc2c1CCC(C(C)(C)C)C2 (stereo not drawn)	2%	-2%	-40%[59 µM]	?	1	?	-4%	?	-29%
CC(C)C(=O)NNC(=O)c1csc(-c2cccs2)n1	6%	i	.	-7%	-1	-33%	-10%	-18%	33%
C/C(=N\Nc1ccc(F)cc1)c1ccncc1	7%	-2%	?	1%	1	?	13%	-21%	9%
Cc1cc(Cn2ccnc2)c(C)c([N+](=O)[O-])c1Cn1ccnc1	1%	2%	11%	12%	14	79µM*	2%	-9%	31%

Bioassay records as filed in PubChem BioAssay.
